Screening data (PubChem)
ADAM17 inh – inhibitors of human ADAM17; P78536; recombinant ADAM17, EDANS/DABCYL FRET peptide cleavage; inhibition, % at 6.95 µM; actives 0.83% (n = 370,000);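 active = inhibition above the mean of compounds lying between control limits plus 3 SD, set per campaign, cut at about 8.5% in these data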;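 note: 0% = DMSO-only wells as the low control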
TDP2 inh – TDP2 (human) inhibition, absorbance primary screen; recombinant TDP2, T5PNP hydrolysis, p-nitrophenol absorbance 415 nm; inhibition, % at 12.8 µM; actives 0.34% (n = 370,000);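 active = inhibition above the mean of all tested compounds plus 3 SD, set per campaign, cut at about 25% in these data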;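 note: 0% = DMSO with enzyme and 100% = buffer with substrate but no TDP2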
Target sequence (O95551 whole entry, looked up): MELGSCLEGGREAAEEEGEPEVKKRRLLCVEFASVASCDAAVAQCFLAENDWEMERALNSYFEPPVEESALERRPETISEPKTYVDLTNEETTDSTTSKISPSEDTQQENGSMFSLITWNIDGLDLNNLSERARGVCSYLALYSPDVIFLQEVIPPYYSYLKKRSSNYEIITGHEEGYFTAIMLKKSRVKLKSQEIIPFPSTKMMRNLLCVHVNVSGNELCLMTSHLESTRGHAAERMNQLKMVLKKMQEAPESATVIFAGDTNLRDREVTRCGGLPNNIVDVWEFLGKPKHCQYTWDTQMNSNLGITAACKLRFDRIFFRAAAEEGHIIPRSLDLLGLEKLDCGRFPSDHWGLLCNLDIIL
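Material: recombinant human TDP2; quantity: TDP2 enzyme at 120 nM final; medium: Tris-HCl pH 7.5 with MgCl2; compound: single concentration, 12.8 µM nominal, with 1% DMSO; incubation: 2 h enzyme incubation at 37 °C; signal: epi absorbance; measure: percent inhibition; benchmarks: high control without enzyme, low control DMSO plus TDP2; repeats: singlicate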
LEDGF integ inh – blocks HIV-1 LEDGF/p75-dependent DNA integration. TR-FRET IN-LEDGF/p75 DNA integration, Eu/Cy5. inhibition, % at 3.7 µM. actives 0.64% (n = 370,000);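 active = inhibition above the screen-wide mean plus 3 SD, cut at about 13% in these data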;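 note: signal is the Cy5 over europium emission ratio at 671 and 618 nm; 0% = plate median of compound wells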
ADAM10 inh – inhibits human ADAM10; O14672; recombinant ADAM10, EDANS/DABCYL FRET peptide cleavage, 3 h; inhibition, % at 7 µM; actives 0.62% (n = 370,000);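 active = inhibition above a per-campaign cutoff equal to the mean of compounds falling between control-based bounds plus 3 SD, cut at about 20% in these data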;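 note: 0% = DMSO wells while the 100% control is not disclosed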
DDE Tn6 FP inh – DD(E)-Tn6 binding inhibition, primary FP screen; P02675; Fibrin DD(E) TRITC-Tn6 fluorescence polarization displacement; inhibition, % at 8.3 µM; actives 0.21% (n = 370,000); AID 720509;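 active = inhibition above a per-campaign cutoff: mean of compounds within control limits plus 3 SD, cut at about 15% in these data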;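 note: 0% = median of all compound wells on the plate and 100% = blocking peptide control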
Target sequence (P02675 whole entry, looked up): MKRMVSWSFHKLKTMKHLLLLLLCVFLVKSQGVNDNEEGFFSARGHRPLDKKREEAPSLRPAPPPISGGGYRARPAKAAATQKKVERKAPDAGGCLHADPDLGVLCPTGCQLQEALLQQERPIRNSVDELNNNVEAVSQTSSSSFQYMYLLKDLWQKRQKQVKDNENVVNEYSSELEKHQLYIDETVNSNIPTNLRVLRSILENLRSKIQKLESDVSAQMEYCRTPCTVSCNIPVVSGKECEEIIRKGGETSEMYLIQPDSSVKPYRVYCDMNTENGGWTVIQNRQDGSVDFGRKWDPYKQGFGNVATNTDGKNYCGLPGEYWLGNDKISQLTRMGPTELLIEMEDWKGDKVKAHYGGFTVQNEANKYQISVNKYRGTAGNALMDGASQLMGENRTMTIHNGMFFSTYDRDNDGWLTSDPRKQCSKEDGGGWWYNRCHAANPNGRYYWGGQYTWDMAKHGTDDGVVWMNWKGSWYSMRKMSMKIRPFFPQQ
ASAP1 inh – ASAP1 ArfGAP inhibition | inhibition, % at 16.5 µM | ASAP1-stimulated ARF1 GTP hydrolysis, GDP FP detection | Q9ULH1 | actives 0.19% (n = 360,000); in the data active = inhibition above about 25%;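 note: 0% = vehicle with enzyme and substrate and 100% = no enzyme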
KLK7 zymogen act – activators of human kallikrein-7 zymogen. purified proKLK7, EDANS-DABCYL substrate fluorescence; 100% is mature enzyme control, 0% vehicle. activation, % at 7 µM. actives 0.9% (n = 370,000);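 active = activation above the mean of all tested compounds plus 3 SD, computed per campaign excluding outliers beyond control limits, cut at about 13% in these data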
Tn7 DDE FP – DD(E)-Tn7 binding inhibition, primary FP screen | FP displacement of FITC-Tn7 peptide from fibrin DD(E); 0% = median of compound wells per plate | inhibition, % at 8.3 µM | actives 0.13% (n = 370,000);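 active = inhibition above the mean of compounds falling within the control limits plus 3 SD of them, cut at about 14% in these data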;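 note: 0% = plate median of compound wells and 100% = 10 µM Aha-Tn7 peptide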
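assay system = human clot-derived fibrin DD(E) complex | quantity = Fibrin-DD(E) at 2 µM final | timing = 10 min preincubation, 3 h with tracer, room temperature | signal = fluorescence polarization | measure = percent inhibition | benchmarks = high control wells with 10 µM unlabelled Aha-Tn7 peptide (full inhibition) | replicates = singlicate testing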
ARFGAP1 inh – rat ARFGAP1 inhibition; Arfgap1-stimulated ARF1 GTP hydrolysis, GDP FP detection; inhibition, % at 16.5 µM; actives 0.26% (n = 360,000); AID 651572;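 active = inhibition above a per-plate limit, mean inhibition of low control wells plus 3 SD, cut at about 25% in these data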;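 note: 0% = DMSO wells with enzyme and 100% = wells lacking Arfgap1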
Target sequence (Q62848 1-136 limits assumed): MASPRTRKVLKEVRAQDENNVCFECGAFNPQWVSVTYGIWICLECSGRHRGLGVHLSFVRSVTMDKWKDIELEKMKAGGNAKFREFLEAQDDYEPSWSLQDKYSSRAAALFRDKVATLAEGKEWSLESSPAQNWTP
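Material: rat Arfgap1 GAP domain (His6, aa 1-136), purified enzyme. Also added: human ARF1(Δ1-17)-GTP substrate. Compound dosing: 16.5 µM single point, 1.26% DMSO. Timing: enzyme reaction 120 min at 25 °C after 20 min preincubation. Signal: GDP detection by fluorescence polarization. Read-out basis: percent inhibition of GAP-stimulated GDP formation, scaled between DMSO and no-Arfgap1 medians.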
PLC-gamma1 inh – inhibitors of human phospholipase C gamma1. purified PLC-gamma1, fluorogenic substrate, fluorescence. inhibition, % at 12.2 µM. actives 0.84% (n = 370,000); in the data active = inhibition above about 9.5%
Active calls of the source: *; i = inactive.

SMILES	ADAM17 inh	TDP2 inh	LEDGF integ inh	ADAM10 inh	DDE Tn6 FP inh	ASAP1 inh	KLK7 zymogen act	Tn7 DDE FP	ARFGAP1 inh	PLC-gamma1 inh
O=C1OCC=C1NNC(=O)c1cccnc1	0	3	4	-1	-4	-6	-0.1	-2	9	-2
COc1cc(C)cc(CN2CCC(Cc3ccccc3)CC2)c1O	-5	-12	-2	-4	7	-3	0.8	8	-6	2
C[C@H]1COC(=O)[C@H](CC(=O)OC(C)(C)C)C/C=C\C[C@H](CC(=O)N(CCO)Cc2ccccc2)C(=O)N1	-3	7	1	-4	2	9	0.0	-2	-4	-1
CCOc1ccc(CNS(=O)(=O)c2cc(-c3cc(C)no3)ccc2OC)cc1OC	0	-7	-3	0	-3	23	0.8	-1	-7	3
CCC(=O)N1CCc2cc(S(=O)(=O)CCC(=O)NCCC3=CCCCC3)ccc21	0	1	-4	-14	9	-2	0.1	5	4	0
O=C(CCCCCN1C(=O)c2cccc([N+](=O)[O-])c2C1=O)NCCc1ccccc1	-2	-6	-2	-9	-1	-4	0.8	-1	2	1
CC(C)(C)C(=O)CN1C(=O)C2(OCCO2)c2ccccc21	-4	-6	1	-1	5	-7	-0.1	6	-2	-2
COc1ccc(-c2nc3c(c(=O)[nH]c(=O)n3Cc3ccccc3)n2Cc2ccccc2)cc1	-1	5	0	2	-3	-6	0.4	-6	-6	0
COc1ccc(Cc2nnc(Nc3ccc(C)cc3C)[nH]c2=O)cc1	-3	1	0	2	2	-6	-0.1	3	9	-2
Cc1cc2c(cc1C)C(c1ccccc1Br)CC(=O)N2 (configuration not stated)	1	-1	10	14	0	-15	-0.8	-3	-9	4
NS(=O)(=O)c1ccc(NC(=O)CN2CCCN(S(=O)(=O)c3ccc(F)cc3)CC2)cc1	-6	-6	-2	-2	-3	4	0.2	6	12	8
Cn1ccnc1SCC(=O)c1c(N)n(C)c(=O)n(C)c1=O	1	3	1	-5	-1	8	0.8	-12	-4	5
COc1ccc(CNC(=O)c2ccc(CN3CCOCC3)cc2)cc1	-6	2	0	-9	4	-4	0.1	-1	-5	-1
O=C(Nc1ccccc1N1CCN(C(=O)c2ccccc2)CC1)c1ccc([N+](=O)[O-])o1	0	14	1	3	-1	7	0.4	3	-1	-1
Cn1c(CNC(=O)c2ccco2)nnc1SCC(=O)Nc1cccc(Br)c1	-3	-10	-4	-3	-11	-9	-0.5	0	4	3
CCN1CCN(C(=S)c2ccc(Cl)c(Cl)c2)CC1	-2	1	-1	-1	1	8	0.6	1	0	0
Cc1ccccc1C(c1ccccc1Cl)N(C)C (configuration not stated)	0	5	-5	-14	-11	-4	-0.6	1	-1	2
COc1cccc(C(CC(=O)Nc2cccc3ccccc23)NC(=O)c2ccccc2)c1 (configuration not stated)	-2	-9	-18	4	6	-5	0.7	2	-4	3
Cc1cc(Br)cn2c(Cc3ccsc3)c(-c3cccc(Cl)c3)nc12	6	-8	4	3	18*	14	0.4	-1	11	1
CCN1CCN(C(c2cccs2)C(C)NC(=O)c2cccc(OC)c2OC)CC1 (configuration not stated)	-4	-8	-4	-1	1	-10	-1.1	7	-4	-1
COc1ccccc1CNC(=O)CC(C)c1ccccc1 (configuration not stated)	-3	5	0	-4	9	0	0.1	-3	9	2
Cc1nn(-c2ccccc2)c2nc(N)c(C#N)c(-c3ccc(O)c(O)c3)c12	-4	4	-2	2	-1	5	-0.1	2	13	-17
CNc1nc2c(c(=O)n(C)c(=O)n2C)n1CCCc1ccccc1	-1	10	3	2	0	-4	0.0	-6	17	0
COc1ccc(OC)c(C(=O)NC2CCSc3ccccc32)c1 (configuration not stated)	-2	-6	2	-9	2	9	-0.1	0	-4	0
CCOc1ccc(S(=O)(=O)N(C)c2ccc(OCC(=O)NCc3cccnc3)cc2)cc1	-1	-3	-4	-1	4	12	0.1	6	9	0

Sorted by heavy-atom count (lowest first): some entries from above.
SMILES	ADAM17 inh	TDP2 inh	LEDGF integ inh	ADAM10 inh	DDE Tn6 FP inh	ASAP1 inh	KLK7 zymogen act	Tn7 DDE FP	ARFGAP1 inh	PLC-gamma1 inh
Cc1cc2c(cc1C)C(c1ccccc1Br)CC(=O)N2 (configuration not stated)	1	-1	10	14	0	-15	-0.8	-3	-9	4
Cn1c(CNC(=O)c2ccco2)nnc1SCC(=O)Nc1cccc(Br)c1	-3	-10	-4	-3	-11	-9	-0.5	0	4	3
CCC(=O)N1CCc2cc(S(=O)(=O)CCC(=O)NCCC3=CCCCC3)ccc21	0	1	-4	-14	9	-2	0.1	5	4	0
NS(=O)(=O)c1ccc(NC(=O)CN2CCCN(S(=O)(=O)c3ccc(F)cc3)CC2)cc1	-6	-6	-2	-2	-3	4	0.2	6	12	8

The list goes on.
SMILES	ADAM17 inh	TDP2 inh	LEDGF integ inh	ADAM10 inh	DDE Tn6 FP inh	ASAP1 inh	KLK7 zymogen act	Tn7 DDE FP	ARFGAP1 inh	PLC-gamma1 inh
O=C(COC(=O)c1ccc([N+](=O)[O-])o1)Nc1cccc2ccccc12	0	7	0	5	-3	7	0.0	8	-10	-1
COc1c(S(=O)(=O)N2CCN(c3ccc(F)cc3)CC2)ccc(Cl)c1Cl	9.7*	-7	3	16	-2	-4	1.1	2	6	1
CCOc1ccc(NS(=O)(=O)c2ccc(C(=O)N(C)CC(=O)Nc3ccccc3Br)cc2)cc1	1	2	-3	4	-5	-7	0.1	-1	-7	2
COc1c(C(=O)NCCSC(C)(C)C)ccc2ccccc12	-2	-1	-1	-3	3	-6	-0.1	4	-2	6
COCC(=O)OCC(=O)Nc1ccccc1-c1ccccc1	3	-8	-9	0	6	-3	-0.1	8	5	-1
COc1cc(NC(=S)NC(=O)c2ccccc2F)ccc1NC(=O)c1ccco1	-3	3	-2	-5	-2	3	-0.1	-9	-3	0
COc1ccc(NC(C)=O)cc1S(=O)(=O)N(C)Cc1c(C)nn(-c2ccccc2)c1C	-2	6	-2	-22	-3	1	-0.8	1	-10	4
COc1ccc(NC(=O)COC(=O)/C=C/c2cnc3ccccc3n2)cc1	0	0	0	-2	-2	6	0.2	7	15	-4
O=C(NCC1CCCN(Cc2cccc(C(F)(F)F)c2)C1)c1ccc(F)cc1 (configuration not stated)	-2	-6	3	7	4	-2	0.0	5	0	1
COC(=O)c1ccc(CN=C(NS(=O)(=O)c2ccccc2)c2ccccc2)cc1	0	-12	0	8	-1	22	0.8	-9	-4	1
Cn1c(NCCCN2CCOCC2)nc2c1c(=O)n(Cc1ccc(Cl)cc1)c(=O)n2C	-2	-7	0	-6	-3	20	0.7	-5	3	0
CC(Oc1ccc(Br)cc1)C(=O)NC1CCCCCC1 (configuration not stated)	0	6	-6	-10	-2	-4	0.0	2	5	1
Cn1cc(/C=N\NC(=O)C2COc3ccccc3O2)c2ccccc21 (configuration not stated)	-8	-3	2	-2	-5	-4	-0.5	1	3	0
Cc1cc(N/N=C2/CCCc3ccccc32)nc2ccccc12	2	-14	0	0	0	9	-0.6	-11	9	-4
CC(=NCCc1ccccc1)C1=C(O)COC1=O	-5	-1	-1	3	-6	12	-0.2	3	3	2
O=C(Nc1cccc(C(F)(F)F)c1)c1cccnc1N1CCN(CCO)CC1	-1	8	0	-1	3	-1	-0.2	-4	16	-1
O=C(Nc1cccc(Br)c1)c1cc2ccccc2o1	3	9	-1	12	-16	7	-0.6	0	5	-1
CS(=O)(=O)Nc1ccc(C2=NN(C(=O)C3CCCCC3)C(c3cccs3)C2)cc1 (configuration not stated)	i	5	-1	i	-9	-2	-132	5	1	-85
O=C(COc1ccccc1)NCCc1cn2ccsc2n1	0	11	4	-5	5	4	0.0	4	6	-3
Cc1ccnc(NS(=O)(=O)c2ccc(Oc3ccccc3)cc2)c1	-10	-3	0	-30	-3	7	0.5	-8	-6	-8
CN(C)C(CNC(=O)CNC(=O)Cc1cccc2ccccc12)c1ccccc1 (configuration not stated)	-5	-6	-1	-2	-3	6	-0.3	1	3	-1
COc1ccccc1CNC(=O)C(Cc1c[nH]c2ccccc12)NC(=O)OCc1ccccc1 (configuration not stated)	5	0	2	10	2	4	0.5	4	3	4
O=C(Nc1nnc(COc2ccc(Cl)cc2)s1)c1ccco1	-3	6	-2	-2	4	3	0.1	4	2	-3
O=C(CN(c1cccc([N+](=O)[O-])c1)S(=O)(=O)c1ccccc1)NCc1cccnc1	-2	20	2	4	-1	-6	0.6	1	9	1
COCc1ccc(C(=O)N2CCCC(N3CCN(c4cccc(Cl)c4)CC3)C2)s1 (configuration not stated)	-1	-6	4	0	-4	3	-0.8	-4	12	1
(list continues)
SMILES	ADAM17 inh	TDP2 inh	LEDGF integ inh	ADAM10 inh	DDE Tn6 FP inh	ASAP1 inh	KLK7 zymogen act	Tn7 DDE FP	ARFGAP1 inh	PLC-gamma1 inh
CC(C)c1cccc(-c2ccc3c(c2)S(=O)(=O)c2cccc(C(=O)NCc4ccccc4)c2C3=O)c1	-2	0	1	-4	2	8	-0.1	-6	-3	-2
O=C1CC(NS(=O)(=O)c2cccnc2)CN1c1ccc(F)cc1 (configuration not stated)	-3	-3	-1	-17	5	2	0.3	7	-2	2
CCn1nnnc1-c1ccc(OC)c(S(=O)(=O)Nc2ccc(S(N)(=O)=O)cc2)c1	-1	-17	4	-2	2	0	0.0	-9	13	0
O=C(CN1CCN(c2ccc(F)cc2)CC1)Nc1cccc(C(F)(F)F)c1	2	-4	-3	11	10	-4	0.3	1	-2	4
O=C(NC1=NCCS1)c1ccc(Cl)c(S(=O)(=O)N2CCCCC2)c1	-4	5	-1	0	2	-5	-0.5	0	-2	-1
O=C(CC(c1ccccc1)c1ccccc1)NCc1cccnc1	-5	11	-2	-5	0	8	0.2	-1	11	0
CCOC(=O)CCC(=O)NNC(=O)c1ccc(NC(=O)c2ccccc2)cc1	-1	1	2	2	2	9	0.0	-8	-11	0
CCN(c1nc(N)c(C(=O)N=C(N)N)nc1Cl)C(C)C	-6	-8	-3	-13	7	11	0.2	-3	0	-8
Cn1c(=O)c2c(-c3cccc(Br)c3)c(C#N)c(N)nc2n(C)c1=O	-1	2	-2	4	8	-2	0.2	3	5	-7
COC(=O)c1cccc(NC(=S)NCc2ccc(F)cc2)c1	0	-5	-8	1	-1	2	0.0	0	15	-8
CC[n+]1c(/C=C/c2ccc(OC)c(OC)c2)ccc2ccccc21	-4	-25	1	-1	6	-8	-1.4	-1	-5	-80
COc1cc(-c2cc(C(=O)N3CCCCCC3)c3ccccc3n2)cc(OC)c1OC	-10	-1	-2	-46	1	-10	6.6	0	-8	-336
COc1ccc(S(=O)(=O)N2CCN(CC(=O)c3ccc(O)c(O)c3)CC2)cc1	-2	15	61*	22*	-5	0	0.5	-5	-2	2
